# Compound activity from PubChem BioAssay.
# RAM inhibit: blocks the yeast RAM network | inhibition, % at 50 µM | hit rate 1.8% among 190,000 | S. cerevisiae dse1pr::URA3 reporter, 5-FOA growth OD615, 2 d; analog-sensitive cbk1-as2 kinase mutant strain;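 active = inhibition above a set limit, 3 SD over mean compound inhibition, cut at about 8.4% in these data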;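 note: 0% = DMSO-only wells with no growth and 100% = 10 µM 1-NA-PP1 full growth; inhibition rescues growth on 5-FOA so higher OD means more RAM inhibition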
# L major viab: inhibitors of Leishmania major promastigote growth. Leishmania major promastigotes, resazurin fluorescence viability. inhibition, % at 10 µM. hit rate 9% among 200,000; in the data active = inhibition above about 50%;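 note: promastigotes grown with compound for 44 hours at 28 °C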
# TNAP inh hiacc: inhibitors of human TNAP at high phosphate acceptor concentration. P05186. purified TNAP, CDP-star luminescence, 1 M DEA. inhibition, % at 20 µM. hit rate 0.03% among 200,000. AID 1135;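 active = over 50% inhibition of tissue-nonspecific alkaline phosphatase at 20 µM in the single-dose screen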;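 note: plate controls were DMSO wells for no effect and EDTA-quenched wells as full inhibition for full effect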
# bIAP activator: intestinal alkaline phosphatase (bovine) activation; activation factor at 20 µM; AID 1016; hit rate 0.17% among 200,000; purified bovine IAP, CDP-star luminescence, 30 min; active compounds read high; fold of DMSO-control signal, blank-subtracted;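 active = activation factor of 2 or more at 20 µM, a signal rise over negative controls twice the positive control's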
# TNAP inh no acc: blocks human TNAP activity with no phosphate acceptor present. hit rate 0.26% among 200,000. inhibition, % at 20 µM. purified TNAP, CDP-star luminescence, 30 min. P05186;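 active = tissue-nonspecific alkaline phosphatase inhibition above about 50% at 20 µM in the single-dose screen, limit read from the data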;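 note: 0% = DMSO negative control and 100% = EDTA positive control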
# TNAP act hiacc: increases human TNAP activity under high phosphate acceptor concentration; 200,000 tested, under 10 active; activation factor at 20 µM; purified TNAP, CDP-star luminescence, 1 M DEA, 30 min; active compounds read high; 0 = EDTA background, 1 = DMSO-only activity; P05186; AID 1136;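 active = activation factor at least 2 at 20 µM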
#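 Control set: EDTA negative control, DMSO positive control / Assay system: human TNAP / Quantity: TNAP 1/800 final / Evaluation: TNAP activation factor scaled between EDTA and DMSO control wells / Measured by: luminescent substrate turnover signal / Compound dosing: one dose, 20 µM / Times: 30 min enzyme reaction at room temperature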
# FLuc act counter: affects firefly luciferase, flagging false hits in luciferase stimulation screens; P08659; ATPlite luciferase biochemical, luminescence, 10 min; 0 = ATP-free wells, 1 = DMSO control; activation factor at 10 µM; 200,000 tested, under 10 active; AID 1027;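 active = luciferase activation factor, scaled between plate controls, of at least 2 with compound at 10 µM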
# Target sequence (P08659 whole entry, looked up): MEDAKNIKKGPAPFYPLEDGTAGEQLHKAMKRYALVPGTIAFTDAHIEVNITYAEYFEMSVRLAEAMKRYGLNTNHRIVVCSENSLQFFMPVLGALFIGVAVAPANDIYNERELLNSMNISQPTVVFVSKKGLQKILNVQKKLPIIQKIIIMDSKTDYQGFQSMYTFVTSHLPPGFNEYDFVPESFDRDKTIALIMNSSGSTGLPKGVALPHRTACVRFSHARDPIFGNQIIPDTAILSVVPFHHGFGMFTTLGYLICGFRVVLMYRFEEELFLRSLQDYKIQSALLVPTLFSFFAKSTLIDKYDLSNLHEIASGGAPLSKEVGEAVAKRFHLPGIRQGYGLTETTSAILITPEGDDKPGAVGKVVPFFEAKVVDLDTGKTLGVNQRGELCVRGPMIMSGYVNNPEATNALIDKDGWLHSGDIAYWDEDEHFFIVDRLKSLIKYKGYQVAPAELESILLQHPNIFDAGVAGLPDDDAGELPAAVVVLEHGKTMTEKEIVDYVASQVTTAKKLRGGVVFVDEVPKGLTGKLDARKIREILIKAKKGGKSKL
#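 Assay system: Luciferase/luciferin detection reagent, cell-free biochemical luciferase assay / Read-out: luciferase activation / Benchmarks: No-ATP low control, compound-free enzyme-plus-ATP high control / Medium: PBS buffer for ATP / Detection: luminescence measurement of luciferase light output / Schedule: 10 min at ambient temperature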
# FLuc inh counter: Photinus pyralis luciferase inhibition counter-screen; P08659; ATPLite firefly luciferase biochemical luminescence, 10 min; inhibition, % at 10 µM; hit rate 1.5% among 200,000; AID 1006;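 active = inhibition above about 50% when tested at 10 µM, limit read from the data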
# bIAP inhibitor: blocks bovine intestinal alkaline phosphatase activity; purified bovine IAP, CDP-star luminescence, 30 min; inhibition, % at 20 µM; 190,000 tested, under 10 active; AID 1019;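 active = over 50% inhibition of intestinal alkaline phosphatase at 20 µM in the single-dose screen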
#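 test system = bovine IAP enzyme | medium = DEA buffer 100 mM, pH 9.8, with MgCl2 1.0 mM, ZnCl2 0.02 mM | detection = luminescence | dosing = single compound dose of 20 µM, 2% DMSO final | incubation = 30 min reaction at room temperature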
# APP transl inh: APP translation inhibition. SH-SY5Y APP 5'UTR-luciferase reporter, luminescence. inhibition, % at 2 µM. hit rate 0.82% among 190,000. AID 1285;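 active = inhibition above a set limit, derived from the sample mean plus 3 SD, cut at about 45% in these data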; note: values of inactives mirror those of a sister screen read the other way
# The depositor's hits bear a star; x = not tested or not shown. Rows were taken by chance. Share with any hit: about 13%.
SMILES,RAM inhibit,L major viab,TNAP inh hiacc,bIAP activator,TNAP inh no acc,TNAP act hiacc,FLuc act counter,FLuc inh counter,bIAP inhibitor,APP transl inh
COc1ccc(-c2csc3ncnc(Cl)c23)cc1,3.6,5.6,-3.4,1,-7.0,1,1.1,-5.9,-4.7,-2.7
CC(C)(C)c1nc2scc(-c3cccs3)c2c(=O)o1,1.5,17.9,-4.4,0.9,-10.6,1,0.9,6.7,6.7,10.9
CCCCNC(=O)CCn1c(=O)c2ccccc2n(Cc2ccc(F)cc2)c1=O,0.8,43.5,-0.6,1.1,-20.8,1,1.1,-6.1,-8.9,10.2
Cc1ccccc1N1C(=O)c2ccccc2NC1c1ccncc1 (stereo not given),1.0,-0.8,0.0,1,-4.4,1,1,-4.1,3.1,-2.9
CN(C)c1ccc(NC(=O)c2ccc(COc3cccc(Cl)c3)o2)cc1,5.0,6.1,-7.6,1,0.8,1.1,1,3.4,1.3,-10.6
CCCOc1c(Br)cc(C(N)=O)cc1OCC,-0.1,12.0,0.0,0.9,-4.5,1,1,0.5,5.4,3.0
O=C(c1ccccc1)c1ccc(OCCO)cc1,0.1,-6.8,-6.8,0.9,-9.6,1.1,1,3.1,6.4,-2.2
CCOC(=O)Cn1cc(C#N)c2cccc(CC)c21,-0.4,15.5,-5.3,1,-9.0,1.1,1.1,-5.9,2.5,6.6
O=C(NNC(=S)NC1CCCCC1)c1cccc(S(=O)(=O)Nc2ccccc2Cl)c1,3.4,-6.0,1.6,1.1,-83.2,1,1,0.1,-6.4,-17.0
COCCNC(=O)c1c(CSc2ccc(F)cc2)noc1C(=O)NCc1ccccc1,4.4,-0.7,-2.9,0.9,-6.7,1,1.1,-6.5,12.6,-11.0
N#C/C(=C\Nc1ccc2c(c1)OCCO2)c1nc(-c2ccccc2)cs1,3.5,-4.0,5.5,1.1,-11.1,0.9,1,-4.5,-12.6,-9.6
Cc1ccc(C)c(S(=O)(=O)Nc2ccccc2C(=O)Nc2ccc(S(=O)(=O)Nc3ncccn3)cc2)c1,2.7,43.0,-5.9,0.6,-7.3,1.1,1,0.1,41.9,14.3
COc1ccc(OC)c2c(N)c(C#N)c(C(F)(F)C(F)(F)F)nc12,3.5,0.6,-7.3,0.9,-6.4,1.1,1.1,-12.1,12.9,7.0
Nc1c(S(=O)(=O)c2ccccc2)csc1C(=O)O,-1.0,-9.0,-2.5,1,-7.4,1,1,-3.6,-4.4,-5.0
Cc1ccc2[nH]c(=O)c(CN(Cc3ccco3)S(=O)(=O)c3c(C)ccc4nsnc34)cc2c1,2.2,-2.2,-8.1,1,-5.9,1.1,1,2.7,-0.4,4.6

# Reformatted with values under each structure: part of the list above
# Fields – RAM inhibit, L major viab, TNAP inh hiacc, bIAP activator, TNAP inh no acc, TNAP act hiacc, FLuc act counter, FLuc inh counter, bIAP inhibitor, APP transl inh
- O=C(NNC(=S)NC1CCCCC1)c1cccc(S(=O)(=O)Nc2ccccc2Cl)c1
    3.4, -6.0, 1.6, 1.1, -83.2, 1, 1, 0.1, -6.4, -17.0
- COCCNC(=O)c1c(CSc2ccc(F)cc2)noc1C(=O)NCc1ccccc1
    4.4, -0.7, -2.9, 0.9, -6.7, 1, 1.1, -6.5, 12.6, -11.0
- N#C/C(=C\Nc1ccc2c(c1)OCCO2)c1nc(-c2ccccc2)cs1
    3.5, -4.0, 5.5, 1.1, -11.1, 0.9, 1, -4.5, -12.6, -9.6
- Cc1ccc(C)c(S(=O)(=O)Nc2ccccc2C(=O)Nc2ccc(S(=O)(=O)Nc3ncccn3)cc2)c1
    2.7, 43.0, -5.9, 0.6, -7.3, 1.1, 1, 0.1, 41.9, 14.3
- COc1ccc(OC)c2c(N)c(C#N)c(C(F)(F)C(F)(F)F)nc12
    3.5, 0.6, -7.3, 0.9, -6.4, 1.1, 1.1, -12.1, 12.9, 7.0
- Nc1c(S(=O)(=O)c2ccccc2)csc1C(=O)O
    -1.0, -9.0, -2.5, 1, -7.4, 1, 1, -3.6, -4.4, -5.0

# Following part:
SMILES,RAM inhibit,L major viab,TNAP inh hiacc,bIAP activator,TNAP inh no acc,TNAP act hiacc,FLuc act counter,FLuc inh counter,bIAP inhibitor,APP transl inh
CCSc1ccccc1C(=O)NC1CCCCC1,2.1,-2.2,-3.9,0.9,-2.0,1,1,-0.5,6.5,-10.2
O=C(CSc1nnc(CNC(=O)c2cccs2)o1)NC1CCCC1,2.1,-5.3,-2.4,1.1,-7.9,1,0.9,10.0,-5.9,1.1
Cc1c(Br)c([N+](=O)[O-])nn1C(C)C(=O)NCc1cccnc1 (stereo not given),2.2,13.2,-2.0,1,-3.7,1,1,-1.4,1.3,-5.1
CC(=O)c1ccc(NC(=O)/C(=C\c2ccccc2)NC(=O)c2ccco2)cc1,2.9,-1.5,-3.3,0.9,-6.4,1,1,2.0,5.9,-4.8
CC(C)C(O)P(=O)(OCc1ccccc1)c1ccc(N(C)C)cc1 (stereo not given),-0.1,-6.1,-7.2,1,-1.1,1.1,1.1,-5.2,4.9,-13.6
CCOC(=O)c1sc(NC(=O)CSc2nnc(-c3ccc(OC)cc3)n2CCOC)nc1C,12.4*,5.3,-6.3,0.9,-9.6,1.1,1,-1.9,9.5,5.4
CC(C)Sc1ccc(C(=O)Nc2ccc(F)cc2F)cn1,1.1,-1.2,-5.5,0.9,-9.1,1.1,0.8,21.0,5.4,-64.5
CSc1ccc(S(=O)(=O)Nc2ccc(S(=O)(=O)Nc3ccc(C)cc3)cc2)cc1,8.3,-7.2,2.6,1,-1.9,1,1,-1.1,3.8,-1.5
COc1ccccc1OCc1nnc(SCC(=O)Nc2ccc(C)cc2)n1C,5.3,7.0,-9.8,1,-19.7,1.1,1,-2.1,4.9,9.7
COCCNC(=O)NC12CC3CC(CC(C3)C1)C2,0.5,12.3,-1.5,1.1,-10.7,1,1,-3.5,-5.4,-11.9
O=C(N/N=C/c1ccc2c(c1)OCO2)c1cc(-c2ccccc2Cl)nc2ccccc12,1.1,55.9*,-3.3,1,-6.9,1,1,-1.0,4.8,4.8
O=C(O)CNS(=O)(=O)c1ccc(Br)s1,1.8,15.9,-4.7,1.2,-5.8,1,1,-4.3,-15.9,7.2
O=C(C1=C(O)C(=O)N(CC2CCCO2)C1c1cccnc1)c1ccco1 (stereo not given),1.4,-6.6,7.3,0.9,-16.2,0.9,1,-4.2,6.4,-9.2
O=C(CCc1nnc(CCCc2ccccc2)o1)NCCN1CCOC1=O,0.0,-7.6,1.6,0.9,-1.0,1,1.1,-5.6,5.6,13.7
CCOC(=O)CN1C(=O)C(CC)Oc2ccccc21 (stereo not given),1.0,-0.8,-6.0,1,-12.7,1.1,1.1,-7.3,0.1,-18.0
Cc1nc(N2CCCCC2C)c2c(C)c(C(=O)Nc3ccccc3C(F)(F)F)sc2n1 (stereo not given),-0.3,30.6,-2.8,1.2,10.3,1,1.1,-10.6,-15.9,-10.2
Cc1nc(C)c(C(=O)N2CCCC(CCC(=O)NCc3ccc(F)c(F)c3)C2)s1 (stereo not given),2.5,-2.5,-4.4,1,-10.2,1,1,-3.3,-2.9,-7.1
O=c1c2cc(NC(=S)N3CCC(N4CCCCC4)CC3)ccc2nc2n1CCCCC2,2.1,-2.6,-0.4,1,-10.1,1,1,-3.2,-1.1,-21.3
O=C(C1Cc2ccccc2CN1S(=O)(=O)c1ccc(F)cc1)N1CCCCCC1 (stereo not given),0.5,5.9,-3.2,1,-6.4,1,1.1,-5.4,3.3,-10.1
C/C(=N\n1nnnc1Nc1ccccc1)c1ccc(N)cc1,-1.2,1.9,-1.1,1,-6.6,1,1,-2.5,1.0,-15.0
CN1CCN(C(=O)C2=C[C@H](c3coc4ccccc4c3=O)C[C@H](OCCCCO)O2)CC1,-0.1,-1.5,-9.7,1,-11.1,1.1,1,-3.3,0.6,8.3
CCOC(=O)C1=C(C(F)(F)F)Nc2ncnn2C1c1cc(OC)c(OC)cc1OC (stereo not given),1.2,-0.8,-4.2,0.7,-9.5,1,1,-4.3,29.8,1.4
O=C(CN1CCN(Cc2ccc(F)cc2)C1=O)NC1CCCC1,1.5,-10.4,-3.1,0.9,-6.4,1,1.1,-8.8,11.0,-6.5
CCOc1cc(NC(=S)NCC2CCCO2)c(OCC)cc1NC(=O)c1ccccc1F (stereo not given),2.2,24.6,-4.9,1,-10.2,1,1.1,-5.3,-4.6,-0.8
CCOP(=O)(OCC)c1nc(-c2cccc3ccccc23)oc1N1CCCCC1,-0.5,35.7,-12.7,1.4,-37.1,1.1,1,-4.3,-37.9,4.5
NC(=O)c1nsc(C(=O)N(c2ccc(Cl)cc2)C(C(=O)NCC2CCCO2)c2cccs2)c1N (stereo not given),4.7,33.3,-2.2,1.1,-4.7,1,1,-2.8,-5.1,13.0
O=C(COc1ccc(S(=O)(=O)NC2CCCC2)cc1)NCC1CCCO1 (stereo not given),0.7,-7.3,1.8,1.1,-2.7,1,1,-2.6,-7.6,2.7
COc1ccc(NC(=O)C/C(C)=N/NC(=O)c2cnccn2)cc1,0.8,0.2,-4.5,1.2,-72.6,1,1.1,-5.8,-18.5,-13.0
COC(=O)[C@H](CCSC)NC(=O)N1CCN(Cc2ccccc2)CC1,-1.4,-2.2,-9.8,1,-13.5,1.1,1.1,-8.0,2.9,0.0
Cc1ccc(/C=C/c2nc3ccccc3s2)s1,0.3,-3.2,-1.3,0.3,-7.4,1,0.1,91.1*,x,-98.5
O=C(O)c1cccc([N+](=O)[O-])c1C(=O)Nc1nc2ccccc2s1,0.6,-11.2,-8.7,1.1,-3.4,1.1,1.1,-5.1,-7.3,2.7
CCn1c(SCc2ccc(C#N)cc2)nnc1-c1cccc(Cl)c1,-0.7,0.8,-6.4,0.9,-13.8,1.1,1.1,-7.6,9.1,-3.5
O=C(Nc1cccc(NC(=O)c2ccco2)c1)c1ccc([N+](=O)[O-])cc1,5.7,9.0,-4.1,1,-9.0,1,1,1.2,2.0,2.3
